SENP8 block-1: inhibitors of human SENP8 protease; Q96LD8; purified SENP8, Z-RLRGG-aminoluciferin cleavage, luminescence; inhibition, % at 10 µM; actives 1.2% (n = 330,000); AID 2540; in the data active means inhibition above about 50%
SENP6 block: blocks the human protease SENP6 | Q9GZR1 | Recombinant SENP6 catalytic domain, aminoluciferin luminescence | inhibition, % at 10 µM | actives 1.8% (n = 330,000) | AID 2599;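 active means inhibition above about 50% at the single tested dose, limit read from the data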;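 further: plate controls were DMSO wells with enzyme for no effect and DMSO wells lacking enzyme for full effect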
SENP7 inh: blocks the human protease SENP7; inhibition, % at 5 µM; recombinant SENP7, Z-RLRGG-aminoluciferin luminescence, 40 min; actives 1.5% (n = 330,000); Q9BQF6;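 active means inhibition above about 50% at the single test dose, limit read from the data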;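 further: plate controls were DMSO with enzyme for no effect and no enzyme buffer wells for full effect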
SENP1 FRET inh: inhibitors of human SENP1 SUMO protease catalytic domain; inhibition, % at 10 µM; Q9P0U3; actives 0.21% (n = 360,000); recombinant SENP1 catalytic domain, CyPet-SUMO1-YPet FRET cleavage;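 active means inhibition at least 30% at 10 µM, raw YFP signal under a set limit, fluorescence ratio 0.5 to 1.5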;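 further: 0% = enzyme with DMSO and 100% = no enzyme wells; some results filed as inactive read as strong as hits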
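Material – human SENP1 catalytic domain · Input – SENP1 enzyme, 20 pM final · Compound dosing – single concentration of 10 µM compound, 0.5% DMSO final · Timing – enzyme reaction for 50 min at room temperature, dark · Measured by – FRET fluorescence in CFP and YFP emission channels · Control set – no-enzyme wells low, DMSO-plus-enzyme wells high control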
HKDC1 inh: blocks human hexokinase HKDC1 activity; Q2TB90; recombinant HKDC1, G6PDH/diaphorase resazurin coupled fluorescence; inhibition, % at 20 µM; actives 0.16% (n = 340,000); AID 493160;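 active means inhibition above about 35% when tested at 20 µM, limit read from the data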;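 further: plate controls were DMSO wells with enzyme for no effect and DMSO wells lacking enzyme for full effect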
Target sequence (Q2TB90 whole entry, looked up): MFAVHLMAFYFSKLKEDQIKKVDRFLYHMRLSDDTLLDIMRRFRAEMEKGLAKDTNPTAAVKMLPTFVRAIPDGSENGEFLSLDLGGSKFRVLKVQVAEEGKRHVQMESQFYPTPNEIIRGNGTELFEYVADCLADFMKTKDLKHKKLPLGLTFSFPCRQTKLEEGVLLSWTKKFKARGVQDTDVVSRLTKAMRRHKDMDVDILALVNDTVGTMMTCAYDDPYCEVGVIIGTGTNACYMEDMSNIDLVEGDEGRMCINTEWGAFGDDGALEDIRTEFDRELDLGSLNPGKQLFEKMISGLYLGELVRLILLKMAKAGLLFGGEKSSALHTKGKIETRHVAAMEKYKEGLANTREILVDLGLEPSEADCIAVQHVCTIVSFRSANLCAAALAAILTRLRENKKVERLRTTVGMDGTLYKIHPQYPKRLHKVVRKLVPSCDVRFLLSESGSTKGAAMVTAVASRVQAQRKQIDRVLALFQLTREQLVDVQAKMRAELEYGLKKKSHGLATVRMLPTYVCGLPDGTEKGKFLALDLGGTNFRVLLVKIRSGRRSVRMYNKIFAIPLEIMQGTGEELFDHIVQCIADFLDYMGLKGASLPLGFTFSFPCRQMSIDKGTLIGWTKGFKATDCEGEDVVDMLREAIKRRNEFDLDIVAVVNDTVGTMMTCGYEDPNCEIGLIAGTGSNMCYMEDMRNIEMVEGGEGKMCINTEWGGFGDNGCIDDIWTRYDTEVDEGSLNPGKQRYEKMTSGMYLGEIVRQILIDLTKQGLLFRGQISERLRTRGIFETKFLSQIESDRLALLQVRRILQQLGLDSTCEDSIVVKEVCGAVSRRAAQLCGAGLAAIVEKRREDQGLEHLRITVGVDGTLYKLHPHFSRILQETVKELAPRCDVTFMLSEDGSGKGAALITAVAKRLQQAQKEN
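Test system: recombinant HKDC1 (HK5) hexokinase enzyme, produced in-house; Amount: enzyme 5 µg/mL final; Buffer or medium: Tris pH 8.0 buffer with MgCl2, Tween-20, BSA, BME; Reagent: glucose and ATP substrates; Doses: 20 µM test compound, 1% DMSO; Incubation: 90 min reaction incubation at room temperature, dark; Detection: resorufin fluorescence at 613 nm.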
PfG6PD inh: PfG6PD (Plasmodium falciparum) enzyme inhibition; actives 0.78% (n = 350,000); inhibition, % at 20 µM; PfGluPho enzyme, NADPH resazurin-diaphorase fluorescence;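 active means inhibition reaching at least a set limit at 20 µM in the primary screen, cut at about 59% in these data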;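 further: 0% = DMSO wells with substrate and 100% = DMSO wells lacking glucose-6-phosphate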
SENP8 block-2: blocks human SENP8 cleavage of Nedd8 substrate. actives 0.64% (n = 360,000). recombinant SENP8, Nedd8 substrate fluorescence. AID 602440. inhibition, % at 20 µM. Q96LD8; in the data active means inhibition mostly above about 40%, no sharp cut-off; inactive means mostly below about 27%
Apaf-1 inh: blocks human Apaf-1 apoptosome activity | O14727 | reconstituted apoptosome caspase-3 activity, DEVD-Rh110 fluorescence | inhibition, % at 20 µM | actives 0.71% (n = 330,000); active means inhibition of at least 40% at 20 µM;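 further: plate controls were DMSO wells for no effect and DEVD-CHO caspase inhibitor wells for full effect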
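System – cell-free apoptosome with Apaf-1, procaspase-3 and caspase-9 · Buffer or medium – pH 7.5 Hepes buffer with CHAPS, BSA, DTT · Also added – cytochrome c with DEVD-Rh110 · Times – 30 min compound preincubation, 50 min activation, room temperature · Technique – Rh110 fluorescence intensity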
The depositor's hits bear a star; x = not tested or not shown.

Results follow in this order: SENP8 block-1 | SENP6 block | SENP8 block-2 | HKDC1 inh | SENP1 FRET inh | Apaf-1 inh | PfG6PD inh | SENP7 inh
COc1ccc(OC)c(C2=NO[C@@H]3C(=O)N(c4cc(Cl)ccc4OC)C(=O)[C@H]23)c1
→ 5.2 | 16.1 | -151.4 | 3.9 | 0.7 | 15.5 | -6.8 | -0.4
O=c1cc(-c2ccccc2Cl)oc2c(NS(=O)(=O)c3ccccc3OC(F)(F)F)ccc(O)c12
→ -6.9 | -1.4 | x | 10.2 | x | 27.3 | -32.3 | -0.5
Fc1cccc(CNCc2ccc3c(c2)OCO3)c1
→ -1.9 | 0.3 | -4.5 | -4.6 | 0.7 | -20.1 | -9.8 | 8.3
OC(Cc1ccncc1)(c1ccccc1)c1ccccc1
→ 1.3 | -1.1 | 2.7 | -1.4 | -0.5 | -4.5 | 12.8 | 0.2
c1ccc(-c2nc(-c3ccncc3)no2)cc1
→ 57.7* | 81.8* | 18.4 | -3.1 | 2.0 | 8.4 | -12.9 | 80.1*
Cc1ccc(NC(=O)c2cccc(NC(=O)/C=C/c3ccco3)c2)cc1C
→ 3.5 | 0.7 | -0.2 | -0.6 | -3.9 | 7.5 | 24.5 | -1.4
COC(=O)CCNC(=O)c1ccc2nc(Cc3ccc(OC)cc3)oc2c1
→ x | x | 18.0 | 2.5 | 1.7 | x | -23.7 | x
CN(C)CCNc1nc2sc3c(c2c(=O)n1-c1ccc(F)cc1)CCCCC3
→ 5.2 | -9.4 | 15.3 | 2.0 | 4.8 | 8.6 | -12.6 | 11.1
Cc1c(/C=N/n2cnnc2)c2ccccc2n1C
→ 0.3 | -14.1 | 12.3 | -0.7 | 1.1 | -1.5 | -7.7 | 2.2
CCOC(=O)CNC(=O)CSc1nnc(NC(=O)c2ccccc2Cl)s1
→ -18.9 | -28.1 | 12.2 | 1.1 | 1.1 | 11.1 | -8.1 | -7.6
CCc1cccc2c(C(=O)CN3C(=O)C(=O)N(C4CCCC4)C3=O)c[nH]c12
→ -10.9 | -11.5 | 8.6 | 0.9 | 2.3 | 9.6 | -15.5 | -4.6
O=C(OCCCN=C1NS(=O)(=O)c2ccccc21)c1ccc(F)cc1
→ 2.6 | 3.5 | 18.2 | -5.6 | 0.9 | -5.1 | 8.3 | -2.9
COc1ccc(C)cc1NS(=O)(=O)c1ccccc1
→ x | x | 20.6 | 1.5 | 2.9 | x | 27.3 | x
O=C(c1ccc2c(=O)n3c(nc2c1)CCC3)N1CCN(S(=O)(=O)c2cccc(F)c2)CC1
→ 13.8 | -6.9 | -73.9 | -3.6 | 0.4 | 4.4 | 6.3 | 4.5
CCc1ccc(OCCSc2nc3ccccc3n2CC(=O)O)cc1
→ -5.4 | 3.3 | 8.8 | 2.7 | 0.6 | -9.4 | -34.5 | 2.7
COc1ccc(CCN(C)CC(O)COc2ccc(C(C)=O)cc2OC)cc1OC (stereo unspecified)
→ -1.3 | -4.3 | 13.8 | 1.4 | 0.3 | 3.3 | 5.2 | 0.8
C/C(=N\NC(=O)c1ccncc1)c1cccc(NC(=O)c2ccc(C(C)(C)C)cc2)c1
→ -15.2 | -1.4 | 9.7 | 5.2 | 3.8 | 17.9 | 18.6 | -13.0
O=C(COC(=O)c1ccc(Cl)cc1O)NC(=O)C1CCCCC1
→ 3.8 | 5.1 | -19.5 | 1.5 | 1.4 | -3.5 | 10.9 | 4.7
COc1cc(C(=O)NCCNC(=O)c2cnccn2)cc(OC)c1OC
→ -4.2 | -13.3 | 9.3 | -7.0 | 4.0 | -1.0 | 12.0 | 2.4
COc1ccc(C(=O)NCC(=O)NCC2(N(C)C)CCCCC2)cc1OC
→ -4.4 | -15.9 | 24.0 | -1.4 | 2.2 | -2.6 | 3.4 | -4.9
CCOC(=O)C1=C(C)N=C2SCCC(=O)N2C1c1cc(Br)ccc1OC (stereo unspecified)
→ 5.4 | -8.5 | 0.2 | 6.4 | -0.9 | 3.2 | -18.0 | 5.1
Cc1ccc(OCC(=O)N2CCOCC2)cc1C
→ 2.3 | -6.8 | 32.1 | -6.0 | 1.3 | -5.5 | -12.7 | 2.7
CC12CCC(=O)N1C(C(=O)NNC(=O)c1ccc(Cl)cc1)CS2 (stereo unspecified)
→ -12.1 | -0.8 | 9.6 | -2.8 | 1.3 | 12.0 | -19.5 | -1.6
CC(C)c1ccc(C(=O)NNC(=O)C2CC=CCC2C(=O)O)cc1 (stereo unspecified)
→ -4.0 | 0.9 | 26.2 | -4.3 | 2.8 | 4.1 | -6.6 | 7.7
CCCCSCCCNC(=O)c1ccc(CS(=O)(=O)c2ccccc2OC)o1
→ -4.1 | -8.8 | 7.9 | -4.6 | -2.2 | 4.8 | -8.0 | 6.7
CSc1nc2ccc(NC(=O)C3CC(=O)N(Cc4ccco4)C3)cc2s1 (stereo unspecified)
→ 2.3 | -8.0 | 14.9 | -0.9 | -0.9 | 1.1 | 13.2 | 8.1
O=C(NCc1csc(-c2ccccc2)n1)c1cc(F)cc2c1OCOC2
→ -2.4 | -15.4 | -9.0 | -4.9 | 0.3 | -4.1 | 23.6 | -3.4
CC(Oc1ccccc1)C(=O)Nc1ccccc1F (stereo unspecified)
→ -4.7 | 5.5 | -2.8 | -9.9 | 0.5 | -12.4 | -7.2 | 3.7
CCOc1ccc(N(CC(=O)NCCOc2ccccc2OC)S(=O)(=O)c2ccccc2)cc1
→ -0.3 | -16.5 | -5.8 | 5.1 | 0.8 | 18.8 | -6.9 | -2.9
Cc1ccc2c(c1)N(CC(=O)NCCC1=CCCCC1)C(=O)c1cccnc1O2
→ -0.9 | -7.3 | -1.1 | -1.7 | 2.2 | -1.5 | -2.5 | -5.0
Cc1cc(C)c2c(=O)[nH]cnc2n1
→ -7.2 | -9.2 | 13.9 | 64.4* | -0.2 | -13.0 | 25.0 | -0.9
O=C1CCc2cc(S(=O)(=O)N3CCC(C(=O)NC4CCCC4)CC3)ccc2N1
→ -0.2 | -8.0 | 7.5 | 0.7 | 4.7 | -5.4 | 2.9 | 7.1
Cc1onc(-c2ccccc2)c1C(=O)N/N=C/C=C/c1ccccc1
→ -4.0 | -2.2 | 32.5 | 2.6 | -1.0 | -3.5 | -1.9 | -0.9
CC(Cc1ccccc1)NC(=O)C1CCCNC1=O (stereo unspecified)
→ 7.2 | -3.1 | 4.2 | 1.3 | 2.1 | -36.6 | -5.2 | -2.4
O=C(O)C1CCCCC1C(=O)Nc1ccc(S(=O)(=O)N2CCOCC2)cc1 (stereo unspecified)
→ x | x | 8.0 | 3.0 | 2.6 | x | 3.5 | x
COc1ccc(-c2nc(CSCC(=O)NC3CC3)c(C)o2)cc1OC
→ 1.6 | 1.1 | -9.6 | -2.3 | -0.3 | -2.1 | -1.9 | -0.6
CCCCn1c(N)c(N(CCC(C)C)C(=O)CSc2nnc(Nc3ccccc3)s2)c(=O)[nH]c1=O
→ 4.0 | -10.8 | 17.8 | -6.7 | 1.2 | -3.6 | -19.7 | 7.4
COc1ccccc1NC(=O)Cn1nnc(-c2ccccc2NC(=O)c2cccs2)n1
→ -7.6 | -13.8 | -11.5 | 3.3 | 1.5 | 1.6 | 11.0 | -8.1
COc1ccc([N+](=O)[O-])cc1NC(=O)CCN1CCN(c2ccccc2OC)CC1
→ 4.9 | 0.8 | 25.4 | -11.1 | 0.7 | 4.7 | 14.7 | -0.2
O=C(CCc1c[nH]c2ccccc12)NC(Cc1c[nH]c2ccccc12)C(=O)O (stereo unspecified)
→ -16.7 | -39.5 | 10.1 | 1.4 | 0.9 | 5.2 | -1.3 | -10.5
S=C(Nc1ccccc1)Nc1nc2ccccc2n1CCOc1ccc(Br)cc1
→ 4.6 | -0.5 | -0.1 | -33.1 | 0.7 | -3.5 | 28.4 | 0.0
CN(C)S(=O)(=O)c1ccc(C(=O)OCC(=O)NCc2ccco2)cc1
→ -7.2 | -19.9 | 9.0 | -0.5 | -2.4 | 6.4 | 6.3 | 1.0
COc1ccc(C(=O)On2c(-c3ccc(Br)cc3)nc3ccccc3c2=O)cc1
→ 11.9 | 29.5 | 6.0 | 1.8 | 0.1 | -3.1 | -12.2 | 3.4
NC1=NC(=O)/C(=C/c2cn(CCC(=O)O)nc2-c2ccc(F)cc2)S1
→ 2.8 | 7.2 | 0.6 | -1.6 | 2.7 | 2.9 | 1.1 | 4.9
COc1ccc(C(=O)C(C)C(C)=O)c(OCc2ccccc2)c1OC (stereo unspecified)
→ x | x | 10.9 | -4.3 | 3.4 | x | 0.2 | x
CC(=O)c1cccc(NC(=O)c2ccccc2N(Cc2ccccc2)S(C)(=O)=O)c1
→ 2.5 | -1.3 | 0.1 | -5.6 | 1.1 | 2.9 | 10.7 | 1.0
Cc1ccc(C(=O)N(C)CC(=O)Nc2ccc(Cl)c(C(F)(F)F)c2)cc1S(=O)(=O)N1CCCCC1
→ 2.5 | -3.0 | 18.5 | 1.5 | -0.3 | 24.2 | 4.8 | 4.7
Cc1cccc(C(=O)Nc2nnc(SCC(=O)NC3CC3)s2)c1
→ -9.9 | 15.5 | 0.2 | 0.9 | 2.7 | -2.2 | 20.0 | 0.3
Nc1ccc(C(=O)NCCCSc2ccccc2)cc1[N+](=O)[O-]
→ 5.1 | 4.6 | 24.7 | 3.9 | 3.8 | 5.2 | 4.8 | 2.4
CN1CCN(S(=O)(=O)c2ccc3ccccc3c2)CC1
→ -1.4 | -3.7 | 13.4 | -1.1 | -0.5 | -5.6 | -2.4 | -1.3
Fc1ccc(Cn2nnnc2CN2CCN(C3CCCCC3)CC2)cc1
→ 0.3 | 5.9 | 13.6 | -2.4 | 1.5 | -1.3 | -3.6 | 2.0
COc1ccc2ccc(=O)oc2c1CC(O)C(C)(C)O (stereo unspecified)
→ -3.8 | 2.0 | -232.3 | -2.7 | 0.4 | -4.5 | 9.5 | -1.7
CN(C)C(=O)CCc1ccc2c3c([nH]c2c1)[C@]1(C)[C@@H](C(=O)N2CCCCC2)C[C@H](CC(=O)NCCCn2ccnc2)C(=O)N1CC3
→ x | x | 7.3 | -4.1 | -0.1 | 11.9 | -1.2 | 3.2
Cc1ccc(C)c(NC(=O)Cn2nc([N+](=O)[O-])c(Br)c2C)c1
→ -4.0 | -7.5 | 19.3 | -12.4 | 3.7 | 1.4 | -2.0 | 6.6
O=C(CN1C(=O)CSc2ccccc21)Nc1ccccc1C(=O)N1CCOCC1
→ 0.8 | 6.0 | 7.1 | -6.1 | -3.5 | -16.2 | 10.8 | 2.4
COc1ccc(O)c(/C=N/N=C/c2cccc([N+](=O)[O-])c2)c1
→ -5.9 | -5.7 | 19.3 | -1.9 | 1.7 | -8.9 | 7.4 | 13.4
COc1ccc(CCNC(=O)CC(Cc2ccccc2)C(=O)O)cc1OC (stereo unspecified)
→ 6.8 | -5.8 | 23.2 | -4.4 | 2.3 | -3.1 | -0.8 | 0.5

Compound activity (PubChem)

Random draw from the library; overall some 3.6% were active at least once.
